# GPR7 antag = GPR7 receptor antagonists, primary screen, cell-based, fluorescence, single concentration | inhibition, % at 4.4 µM | AID 1861, 2009 | actives 1.1% (n = 290,000) | GPR7-expressing cells, fluorescence antagonist assay | Neuropeptides B/W receptor type 1 (Homo sapiens), P48145; in the data active = inhibition above about 16%, passing the limit was not always enough;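 note: cells stimulated with the agonist NPW; 0% = agonist with vehicle and 100% = vehicle without agonist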
# CHO parental Ca = ATP-evoked calcium signal inhibitors, parental CHO, primary screen, counter-screen for OX1R antagonist project, cell-based, fluorescence, Fluo-8 calcium dye; inhibition, % at 5.6 µM; actives 0.63% (n = 330,000); parental CHO-K1, ATP-induced calcium, Fluo-8 fluorescence;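 active = inhibition above that plate's mean sample inhibition plus 3 SD, cut at about 26% in these data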;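 note: 0% = ATP-challenged DMSO wells and 100% = DMSO wells without ATP; some compounds past the cut are filed as inactive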
#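 Material: Parental CHO cells | Reagent: ATP | Compound dosing: Single nominal dose of 5.6 µM per compound | Detection: Intracellular calcium via Fluo-8 no-wash fluorescent dye | Read-out: % inhibition of ATP-induced calcium mobilization | Benchmarks: Low control ATP plus DMSO, high control DMSO only | Replicates: Singlicate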
# CHO-K1 Ca antag = counter-screen for M1 antagonists: effect in parental CHO-K1 cells | ATP-induced calcium, Fluo-8 fluorescence | AID 602250 | actives 0.6% (n = 360,000) | inhibition, % at 3 µM;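 active = inhibition above a per-plate cutoff, the plate's mean sample inhibition plus 3 SD, cut at about 24% in these data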;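 note: 0% = DMSO plus EC80 ATP and 100% = DMSO alone without ATP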
# M1 ag parental = counter-screen for M1 agonists: effect in parental CHO-K1 cells; actives 0.48% (n = 360,000); activation, % at 3 µM; AID 602248, 2012; Fluo-8 calcium fluorescence; scaled to maximal ATP response, vehicle zero; in the data active = activation above about 15%;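 note: untransfected CHO-K1 host cells lacking M1 receptor as counterscreen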
# OXTR ag = human OXTR agonists, primary screen, fluorescence, CHO-OTR cells, Fluo-8 calcium; activation, % at 3 µM; Oxytocin receptor (Homo sapiens), P30559; Fluo-8 calcium fluorescence; normalized: DMSO 0%, oxytocin 100%; actives 0.32% (n = 320,000);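 active = activation above the mean of all tested compounds plus 3 SD, cutoff set per screening run, cut at about 20% in these data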;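 note: peak over basal fluorescence ratio from a 100 s FLIPR kinetic read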
# Target sequence (P30559 whole entry, looked up): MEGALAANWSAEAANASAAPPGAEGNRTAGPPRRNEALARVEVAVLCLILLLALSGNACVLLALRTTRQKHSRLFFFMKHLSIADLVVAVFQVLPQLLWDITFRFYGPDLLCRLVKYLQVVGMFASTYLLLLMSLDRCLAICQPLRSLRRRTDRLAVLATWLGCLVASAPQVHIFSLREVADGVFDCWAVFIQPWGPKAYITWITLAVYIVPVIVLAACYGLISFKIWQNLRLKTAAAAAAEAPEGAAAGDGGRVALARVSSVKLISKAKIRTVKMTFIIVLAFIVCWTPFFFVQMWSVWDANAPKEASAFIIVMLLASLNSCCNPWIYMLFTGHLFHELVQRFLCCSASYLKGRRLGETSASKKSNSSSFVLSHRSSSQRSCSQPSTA
# CHO-K1 Ca PAM = nonselective calcium activators in parental CHO-K1 cells, primary screen, counter-screen for M1 PAM project, cell-based, Fluo-8 calcium fluorescence, full deck, 1536-well; activation, % at 3 µM; ATP EC20; 0% at ATP EC20, 100% at ATP max; actives 0.02% (n = 360,000);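 active = activation above the run cutoff, the mean activation of all test compounds plus 3 SD, cut at about 40% in these data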;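 note: peak over basal fluorescence ratio in a 140 s read after ATP addition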
# V1aR counter = agonists of human V1a receptor, primary screen, counter-screen for OXTR agonist project, fluorescence, CHO-V1R cells. Vasopressin V1a receptor (Homo sapiens), P37288. Fluo-8 calcium fluorescence, agonist mode; 0% DMSO, 100% 3 nM vasopressin. activation, % at 3 µM. actives 0.25% (n = 320,000). AID 2797, 2010;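 active = activation above the mean activation of all tested compounds plus 3 SD, per screening run, cut at about 20% in these data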;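 note: signal is peak over basal fluorescence ratio across a 100 second FLIPR read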
# Target sequence (P37288 whole entry, looked up): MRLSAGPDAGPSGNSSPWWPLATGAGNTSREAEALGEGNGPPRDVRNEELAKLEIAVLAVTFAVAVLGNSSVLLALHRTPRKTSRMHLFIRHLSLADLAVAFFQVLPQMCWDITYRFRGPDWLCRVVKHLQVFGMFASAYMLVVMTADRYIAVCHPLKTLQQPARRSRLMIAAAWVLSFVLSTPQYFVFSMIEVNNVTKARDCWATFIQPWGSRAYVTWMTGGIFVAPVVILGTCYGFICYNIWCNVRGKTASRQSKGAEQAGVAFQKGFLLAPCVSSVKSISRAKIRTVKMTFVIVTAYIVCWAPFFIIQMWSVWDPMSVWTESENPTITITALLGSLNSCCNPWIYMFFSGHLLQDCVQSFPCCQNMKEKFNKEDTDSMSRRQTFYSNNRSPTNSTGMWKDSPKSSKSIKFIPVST
# TAAR1 antag = human TAAR1 antagonists, primary screen, Fluo-8 calcium fluorescence, CHO RD-HGA16 cells | antagonist | inhibition, % at 3 µM | actives 1.5% (n = 360,000) | AID 624466, 2012;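 active = inhibition above a per-plate cutoff, the mean inhibition of test compounds on that plate plus 3 SD, cut at about 49% in these data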;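 note: 0% = DMSO plus EC80 beta-PEA response and 100% = DMSO alone without agonist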
#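 Assay system: RD-HGA16 CHO cells with stable hTAAR1 and Gα16 / Reagent: EC80 β-phenethylamine stimulus / Doses: 3 µM, single point / Timing: dye loading 75 min at 37 °C, then 30 min room temperature / Measured by: Fluo-8 intracellular calcium dye fluorescence, real-time kinetic reads / Controls: vehicle wells and EC80 agonist wells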
# OXTR potentiator = human OXTR potentiators, primary screen, fluorescence, CHO-OTR cells, Fluo-8 calcium; AID 2445, 2010; activation, % at 3 µM; Fluo-8 calcium fluorescence, potentiator mode; 0% = oxytocin EC15, 100% = EC100; actives 0.061% (n = 320,000);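 active = activation above that plate's cutoff, the mean activation of tested compounds plus 3 SD, cut at about 6.6% in these data, passing the limit was not always enough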;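 note: 100% uses oxytocin at 75 nM as the full agonist control; some results filed as inactive read as strong as hits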
#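 System: human OTR in CHO cells / Also added: sub-maximal oxytocin, roughly EC15 / Control set: EC15 oxytocin low, 75 nM oxytocin high / Schedule: 6 min compound pre-incubation at room temperature, 100 s kinetic read / Compound: single-point 3.0 µM / Replication: singlicate / Technique: Fluo-8 calcium dye fluorescence / Read-out basis: % activation of max/min ratio relative to oxytocin controls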
# The depositor's hits bear a star; / = no result given.
SMILES,GPR7 antag,CHO parental Ca,CHO-K1 Ca antag,M1 ag parental,OXTR ag,CHO-K1 Ca PAM,V1aR counter,TAAR1 antag,OXTR potentiator
COc1ccc(N(C(=O)Cn2nnc3ccccc32)C2(C(=O)NC3CCCC3)CCCCC2)cc1,-8.2,-14.1,-16.4,-0.3,-0.8,9.0,-1.0,-29.9,-4.0
COc1ccc(C2NC(=O)N(C)C3=C2C(=O)CC(C)(C)C3)cc1OC (stereo unspecified),-5.2,-1.0,-0.5,0.5,1.2,16.8,0.3,-2.3,-0.7
CC(Oc1cccc(F)c1)c1ccnc2nc(/N=C/N(C)C)nn12 (stereo unspecified),-10.9,-5.9,-8.7,-0.3,-0.9,5.0,1.0,-7.9,3.2
Cc1cccc(S(=O)(=O)NNC(=O)c2sc(C)nc2C)c1,-5.8,-4.6,-3.9,2.9,1.4,14.3,4.3,-13.5,-12.5
COC(C[C@H]1O[C@@H]1C(=O)COCc1ccccc1)OC,/,-6.8,/,/,0.0,/,0.8,-13.3,1.0
COC(=O)c1cc(NC(=O)CN2C(=O)CSC2=O)ccc1Cl,-2.7,-7.6,-3.6,0.7,0.2,17.9,0.9,6.3,-12.2
C/C=C(\C)CN1CCC(n2nccc2NC(=O)c2ccc(OC)cc2)CC1,-5.1,-6.3,11.0,-0.3,-0.8,-20.4,-1.0,-6.7,-6.8
Cc1ccc(C)c(OCc2nc(-c3cccnc3)no2)c1,4.1,-20.6,-16.6,0.2,-0.8,-6.3,0.4,5.8,-3.1
Cc1ccccc1NC(=O)C(=O)NCCCN1CCCC1=O,/,2.9,-9.2,2.4,0.4,12.2,0.4,-7.8,-2.5
Cc1ccc2c(c1)C(=O)C(=O)N2c1ccc(Cl)cc1,/,-17.0,-16.9,-0.8,-2.4,9.8,-1.6,11.2,3.6
CCCCn1c(SCC(=O)NC(=O)NCc2ccco2)nc2cc(S(N)(=O)=O)ccc21,-13.7,-10.5,-7.4,0.5,-0.5,7.0,0.0,-6.1,4.3
CCN(CC)S(=O)(=O)c1cccc(-c2nnc(SCC#N)n2Cc2ccccc2)c1,-5.7,-14.2,-2.7,4.2,-0.8,16.1,-0.1,17.1,-10.9
CCOC(=O)CNC(=O)c1ccc2[nH]c3c(c2c1)CCCC3,-14.6,6.3,-8.6,0.6,1.1,14.3,1.4,-5.1,-3.6
O=C1c2ccccc2-c2c1c1ccccc1c(=O)n2CCO,/,/,-10.0,1.5,/,0.7,/,20.8,/
O=C(NC12CC3CC(CC(C3)C1)C2)N1CCN(S(=O)(=O)c2ccc(Cl)cc2)CC1,-5.8,4.6,-2.2,0.3,-0.7,14.6,-0.4,0.5,-5.4
Cc1cc(C(=O)NN=C2CCCC2)c2ccccc2n1,/,-0.8,12.0,-0.2,-0.7,6.4,5.8,-16.5,-10.4
CN1CCN(C(=O)c2ccc(CSc3ccc(Cl)cc3)cc2)CC1,-0.9,20.1,-5.3,10.4,13.6,19.3,9.0,11.0,-12.0
Nc1cc(C(F)(F)F)ccc1Nc1ccccc1,-3.2,-7.9,-1.7,0.1,-1.6,11.3,0.7,9.2,-7.9
CCCC[C@@H]1Cc2[nH][nH]c(=O)c2[C@H](c2ccc3ccccc3c2)O1,/,/,-14.3,0.5,/,5.6,/,-1.9,/
COc1ccc(NC(=O)CCc2nc3ccccc3s2)c(OC)c1,-4.5,-32.9,0.4,-0.8,-1.0,9.8,0.4,-1.9,-5.4
c1ccc2c(c1)OCC(c1nn3cnnc3s1)O2 (stereo unspecified),-1.9,-0.6,19.7,-0.4,1.1,-3.3,-0.4,6.8,4.2
CC1(c2nc3ccccc3[nH]2)CCCC2=Nc3ccccc3CN21 (stereo unspecified),/,/,-2.7,0.1,/,6.3,/,13.7,/
CCCc1cc(NCCCN(C)C)n2c(nc3ccccc32)c1C#N,-0.5,-21.0,9.0,0.1,1.7,-2.8,0.8,11.7,-2.6
NC(=O)C1CCN(C(=O)CN2C(=O)c3ccccc3S2(=O)=O)CC1,-5.4,0.2,9.2,-0.1,-0.6,-6.5,-0.1,2.1,-3.7
CC(=O)c1ccc(NC(=O)CSc2nnc(Cc3cccn3C)n2-c2ccc(F)cc2)cc1,-12.6,-8.2,0.3,0.4,-1.6,13.2,0.2,-3.2,-4.4
CN(CC(=O)Nc1cccc(F)c1)C(=O)CCCNC(=O)c1ccc(Cl)cc1,/,-14.1,2.2,0.5,-1.8,-0.5,-1.0,-22.4,-2.6
CC(C)(C)OC(=O)N1CCC[C@H]1C(=O)Nc1ccc(C#N)cc1,-1.8,-6.6,-1.6,0.4,0.2,13.5,0.0,-4.8,-2.5
CC(C)CCN(Cc1ccco1)S(=O)(=O)c1csc(C(N)=O)c1,5.3,-4.4,-11.7,1.9,-1.1,14.4,-0.1,-24.2,-5.2
COCCCn1c2nc3ccccc3nc2c2c(=O)n(CC3CCCO3)cnc21 (stereo unspecified),5.5,-6.0,-1.4,0.1,-0.3,-6.8,-0.6,-13.8,5.0
O=C(Cc1ccc(Cl)cc1)Nc1ccc(-c2nnc(-c3ccco3)o2)cc1,-0.5,-11.6,4.5,3.0,-1.0,0.6,0.5,22.6,-15.3

# The closing 4 entries of the part above lead into the next.
SMILES,GPR7 antag,CHO parental Ca,CHO-K1 Ca antag,M1 ag parental,OXTR ag,CHO-K1 Ca PAM,V1aR counter,TAAR1 antag,OXTR potentiator
CC(C)(C)OC(=O)N1CCC[C@H]1C(=O)Nc1ccc(C#N)cc1,-1.8,-6.6,-1.6,0.4,0.2,13.5,0.0,-4.8,-2.5
CC(C)CCN(Cc1ccco1)S(=O)(=O)c1csc(C(N)=O)c1,5.3,-4.4,-11.7,1.9,-1.1,14.4,-0.1,-24.2,-5.2
COCCCn1c2nc3ccccc3nc2c2c(=O)n(CC3CCCO3)cnc21 (stereo unspecified),5.5,-6.0,-1.4,0.1,-0.3,-6.8,-0.6,-13.8,5.0
O=C(Cc1ccc(Cl)cc1)Nc1ccc(-c2nnc(-c3ccco3)o2)cc1,-0.5,-11.6,4.5,3.0,-1.0,0.6,0.5,22.6,-15.3
CC(=O)c1cccc(S(=O)(=O)N2CCC(C(=O)OC3CCOC3=O)CC2)c1 (stereo unspecified),/,-8.6,13.9,0.4,0.0,-11.4,-0.8,-7.8,0.1
CCCCc1ccc(NC(=S)NCc2cccc(OC)c2)cc1,-25.0,-7.7,-0.7,-0.1,-0.9,12.1,3.3,6.5,-0.5
COC(=O)c1ccc(N2CCC(C)CC2)c(N)c1,-3.6,-12.7,-3.2,-0.1,-2.4,3.1,-1.4,14.1,5.6
Cc1cc(C)c2c(c1)OC(O)(C(F)F)CC2=O (stereo unspecified),-13.3,-4.2,-10.7,0.2,-0.7,2.9,-0.1,10.8,4.0
CCc1cc(=O)[nH]c(SCC(=O)Nc2cc(C)on2)n1,/,-2.7,-3.0,0.6,0.0,11.6,-0.1,-20.3,3.5
Cc1csc(=O)n1CC(=O)OCC(=O)NC(C)c1ccc(F)cc1 (stereo unspecified),/,-8.6,-23.2,0.2,0.0,25.5,-0.1,-10.8,-7.2
O=C(COc1ccc(/C=N/NC(=O)CSCc2ccc([N+](=O)[O-])cc2)cc1)NCc1ccco1,18.4,-9.6,-0.1,2.5,10.2,0.5,6.5,28.9,-10.0
CC(C)(C)S(=O)(=O)N1C[C@H]2C(=CC[C@@H]3C(=O)N(c4ccccc4)C(=O)[C@@H]32)[C@H]1CCO,/,/,-15.1,0.8,/,29.6,/,7.4,/
Oc1ccccc1/C=N/Nc1ccccc1,-4.8,-7.3,15.3,1.9,-1.0,-12.9,-0.7,10.9,-3.9
COc1ccc2cc(C(=O)C3CCCN(C(=O)c4cnn(C(C)C)c4)C3)ccc2c1 (stereo unspecified),0.9,-18.2,-13.7,4.2,-0.2,11.1,3.4,-0.5,-2.7
Cc1ccc(-n2nc3ccc(N)cc3n2)cc1Cl,1.6,-7.6,-13.9,0.2,0.2,-19.4,-1.1,12.8,-3.9
COc1ccc(S(=O)(=O)Nc2cccc3c2O[C@H](CN(C)Cc2ccc(Oc4ccccc4)cc2)[C@@H](C)CN([C@H](C)CO)C3=O)cc1,/,-19.6,-6.0,2.3,0.2,6.7,2.7,16.8,-5.8
Cc1nn(C)c(C)c1S(=O)(=O)Nc1ccc2c(c1)OCO2,-4.5,-9.8,-11.7,0.9,0.4,23.3,0.2,7.5,-4.0
CS(=O)(=O)c1ccc(Cl)c(NC(=O)Cc2ccsc2)c1,-15.6,-4.8,-3.3,1.1,-0.6,9.3,-0.4,1.2,-11.0
CC(C)Cn1nc(NC(=O)c2ccco2)c2cc3ccccc3nc21,-18.6,-23.9,5.8,3.0,-2.4,-22.4,-1.6,7.4,-2.1
O=C(COC(=O)Cc1ccc(F)cc1)NCc1ccco1,-9.6,-0.5,-4.7,0.0,0.1,9.5,-0.2,-5.6,-11.7
COc1ccc(COc2cccnc2N)cc1,19.8*,-1.3,-12.6,2.0,0.2,24.1,1.2,-5.1,-2.0
NS(=O)(=O)c1cc(C(=O)OCC(=O)NC2CCCCCCC2)ccc1Cl,/,/,-10.1,0.9,/,-6.4,/,-0.6,/
CC1(C)CCc2nc(SCc3ccccc3)c(C#N)cc2C1,-10.9,-18.9,6.5,-0.1,0.3,-0.3,0.4,-10.6,-1.9
Cc1ccc(S(=O)(=O)N2CCCCC2)cc1NC(=O)COC(=O)Cc1cccc2ccccc12,-3.1,-14.1,-3.8,3.7,3.5,5.7,5.6,6.6,-9.6
CC(C)c1ccc2nc(SCC(=O)NCC3CCCO3)c(C#N)cc2c1 (stereo unspecified),4.4,-5.5,-14.2,0.1,0.0,-0.2,-0.2,6.5,-1.3
Cc1ccc(NC(=O)c2ccc3c(c2)NC(=O)CS3)nc1,/,-9.8,-1.4,0.5,-0.4,-9.6,0.6,-4.7,-7.4
CSc1ccc(/C=C(\C#N)C(=O)NC2CCCCC2)cc1,1.3,-27.8,-5.0,0.5,0.8,19.5,0.7,0.2,-11.5

# An excerpt from above, limited to GPR7 antag and CHO-K1 Ca antag:
Structure	GPR7 antag	CHO-K1 Ca antag
Cc1ccc(S(=O)(=O)N2CCCCC2)cc1NC(=O)COC(=O)Cc1cccc2ccccc12	-3.1	-3.8
CC(C)c1ccc2nc(SCC(=O)NCC3CCCO3)c(C#N)cc2c1 (stereo unspecified)	4.4	-14.2

# From PubChem BioAssay
